High-throughput results as filed in PubChem.
TDP1 cell CPT: growth inhibition of DT40 Tdp1-/-;hTDP1 cells with camptothecin (screen for TDP1 inhibitors); chicken DT40 Tdp1-/-;hTDP1 cells + 20 nM CPT, ATP luminescence, 48 h; Potency, µM (highest dose often 46.2 µM), inactives show at the highest dose activity change, negative = growth inhibition, usual class: inhibitors; hit rate 12% among 420,000; AID 686979; further: nearly all actives have a fitted effect of over 55% in size
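Chicken DT40 Tdp1-/- cells stably complemented with human TDP1 were seeded at 400 cells/well in medium containing 20 nM camptothecin, exposed to pin-transferred compounds, and grown at 37 °C for at least 48 hr. Viability was read as ATP luminescence.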
DT40 TDP1 no CPT: qHTS for Inhibitors of human tyrosyl-DNA phosphodiesterase 1 (TDP1): qHTS in cells in absence of CPT; DT40 Tdp1-/- hTDP1 cells, no CPT, ATP luminescence, 48 h; hit rate 15% among 420,000; Potency, µM (top dose mostly 46.2 µM), without a hit: top-dose activity change, negative = growth inhibition, most hits filed as inhibitors; AID 686978, 2013; further: nearly all actives have a fitted effect of over 55% in size
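Stably hTDP1-transfected Tdp1-null chicken DT40 cells were treated with library compounds minus camptothecin and grown for at least 48 hr at 37 °C, after which cellular ATP was quantified by luminescence.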
GCN5L2 inh: blocks human GCN5L2 histone acetyltransferase. Q92830. GCN5L2 HAT assay, ThioGlo1 CoA-SH fluorescence. Potency, µM (top dose mostly 58.9 µM), inactives show top-dose activity change, negative = inhibition, usual class: inhibitors. hit rate 0.21% among 390,000
Target sequence (Q92830 whole entry, looked up): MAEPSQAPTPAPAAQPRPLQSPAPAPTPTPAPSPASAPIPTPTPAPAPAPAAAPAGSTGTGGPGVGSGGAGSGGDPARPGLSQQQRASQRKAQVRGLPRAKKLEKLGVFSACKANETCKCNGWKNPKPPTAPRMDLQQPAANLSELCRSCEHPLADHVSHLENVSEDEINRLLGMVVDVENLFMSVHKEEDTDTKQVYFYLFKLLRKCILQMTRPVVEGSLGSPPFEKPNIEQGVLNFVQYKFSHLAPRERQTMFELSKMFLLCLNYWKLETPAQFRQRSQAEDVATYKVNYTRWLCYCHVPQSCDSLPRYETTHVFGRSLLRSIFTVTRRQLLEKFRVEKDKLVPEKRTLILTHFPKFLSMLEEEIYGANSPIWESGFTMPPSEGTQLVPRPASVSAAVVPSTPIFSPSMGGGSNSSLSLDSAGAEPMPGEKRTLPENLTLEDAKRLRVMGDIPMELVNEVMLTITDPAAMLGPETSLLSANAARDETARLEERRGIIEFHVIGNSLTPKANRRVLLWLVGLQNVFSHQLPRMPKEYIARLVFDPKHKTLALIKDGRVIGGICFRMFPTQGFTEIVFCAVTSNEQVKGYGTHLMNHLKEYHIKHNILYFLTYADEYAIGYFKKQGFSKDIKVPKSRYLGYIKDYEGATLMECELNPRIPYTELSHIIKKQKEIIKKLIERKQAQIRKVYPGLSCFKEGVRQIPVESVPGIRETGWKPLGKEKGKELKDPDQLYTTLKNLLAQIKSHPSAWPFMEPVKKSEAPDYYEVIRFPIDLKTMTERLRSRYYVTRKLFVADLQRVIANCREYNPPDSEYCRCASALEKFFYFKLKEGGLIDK
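Compounds, pin-transferred from DMSO stocks, meet 20nM GCN5L2 for 15 min before the reaction begins with H3(1-25) peptide (75uM) and acetyl-CoA (70uM). Thiol-reactive ThioGlo1 reports CoA release over 20 min at room temperature.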
The depositor's hits bear a star; ? = inconclusive; · = no result given; & = joins results of further samples; [ ] = remark or other dose. The call rests on the fitted dose curve; in most records, active means well fitted curve in the direction sought with a large enough effect; inconclusive means small, poorly fitted or top-dose-only effect, or another doubt; inactive means no such curve, though single readings can be large; an effect the other way counts as inactive or inconclusive. On the % scale 0 is the no-effect control and ±100 the full control effect; potency means the concentration at half of the fitted maximal effect.

SMILES	TDP1 cell CPT	DT40 TDP1 no CPT	GCN5L2 inh
CCOC(=O)c1cnc2ccc(C)cc2c1NCCO	-8%	-17%	-3%
NCC1CCC(C(=O)Oc2ccc(CCC(=O)O)cc2)CC1 (configuration not stated)	-4%&-1%	-3%&-2%	20%
Cc1ccc([N+](=O)[O-])c(OCC(=O)OCC(=O)c2ccccc2)c1	15%	-3%	-12%
CCCN1C(=O)c2[nH]nc(-c3ccccc3O)c2C1c1ccc(OCc2ccccc2)c(OC)c1 (configuration not stated)	16µM*	16µM*	-7%
O=C(CSc1nc2c(c(=O)[nH]1)CCCC2)Nc1ccccc1C(F)(F)F	1%	4%	-1%
O=C(c1cc(-c2ccncc2)nc2ccc(Cl)cc12)N1CCN(Cc2ccc3c(c2)OCO3)CC1	16µM*	23µM*	-2%
COc1ccc2nc(C)cc(Nc3ccc(C)cc3)c2c1	5.8µM*	?	-9%
COc1ccc(C(=O)NC(C)c2ccncc2)cc1S(=O)(=O)N(C)Cc1ccccc1 (configuration not stated)	-27%	-12%	-3%
O=c1cc(-c2ccccc2)[nH]n1-c1ccc([N+](=O)[O-])cc1	18µM*	?	-27%
COCc1cn(CC[C@@H]2CC[C@@H](NC(=O)Nc3ccc4c(c3)OCO4)[C@@H](CO)O2)nn1	4%	-2%	·
COc1ccc(CN=Cc2c(C(=O)O)[nH]c3ccccc23)cc1	1%	16%	-13%
CCOC(=O)C1=CNS(=O)(=O)NC1CCc1ccccc1 (configuration not stated)	?	23µM*	-11%
CCC1CCCCN1CCCNC(=O)c1ccc2nc(N3CCCCC3)sc2c1 (configuration not stated)	?	?	-5%
COCc1ccc(CN2CCOc3c(cc(-c4ccc(SC)cc4)cc3OC)C2)o1	1%[9.04 µM]	-21%	·
CCOc1ccc(S(=O)(=O)NCCC(=O)N2CC(C)OC(C)C2)cc1 (configuration not stated)	-1%	-13%	-2%
Cn1c(SCc2nnc(-c3ccccc3Br)o2)nc2sc3c(c2c1=O)CCC3	?	18µM*	-12%
Cc1ccc(S(=O)(=O)NCC2CCC(C(=O)NCCc3ccc(Cl)cc3)CC2)cc1 (configuration not stated)	-5%	1%	-1%
CCOC(=O)C1CCN(C(=O)COc2ccc3c(c2)OCO3)CC1	-9%	1%	-1%
CCN1CCN(Cc2ccc(NC(=O)c3cc(NC(=O)c4cc5cccc(OC)c5o4)cc(OC)c3)cc2C(F)(F)F)CC1	5.8µM*	4.6µM*	-13%
COC(=O)c1scc(-c2ccc(C)cc2)c1S(=O)(=O)Nc1cccc(Cl)c1C	?	?	-24%

Some of these compounds in order of heavy-atom count, descending:
SMILES	TDP1 cell CPT	DT40 TDP1 no CPT	GCN5L2 inh
CCN1CCN(Cc2ccc(NC(=O)c3cc(NC(=O)c4cc5cccc(OC)c5o4)cc(OC)c3)cc2C(F)(F)F)CC1	5.8µM*	4.6µM*	-13%
O=C(c1cc(-c2ccncc2)nc2ccc(Cl)cc12)N1CCN(Cc2ccc3c(c2)OCO3)CC1	16µM*	23µM*	-2%
COCc1cn(CC[C@@H]2CC[C@@H](NC(=O)Nc3ccc4c(c3)OCO4)[C@@H](CO)O2)nn1	4%	-2%	·
COCc1ccc(CN2CCOc3c(cc(-c4ccc(SC)cc4)cc3OC)C2)o1	1%[9.04 µM]	-21%	·
CCC1CCCCN1CCCNC(=O)c1ccc2nc(N3CCCCC3)sc2c1 (configuration not stated)	?	?	-5%
Cn1c(SCc2nnc(-c3ccccc3Br)o2)nc2sc3c(c2c1=O)CCC3	?	18µM*	-12%
O=C(CSc1nc2c(c(=O)[nH]1)CCCC2)Nc1ccccc1C(F)(F)F	1%	4%	-1%
CCOc1ccc(S(=O)(=O)NCCC(=O)N2CC(C)OC(C)C2)cc1 (configuration not stated)	-1%	-13%	-2%
CCOC(=O)C1CCN(C(=O)COc2ccc3c(c2)OCO3)CC1	-9%	1%	-1%
COc1ccc(CN=Cc2c(C(=O)O)[nH]c3ccccc23)cc1	1%	16%	-13%
NCC1CCC(C(=O)Oc2ccc(CCC(=O)O)cc2)CC1 (configuration not stated)	-4%&-1%	-3%&-2%	20%
CCOC(=O)C1=CNS(=O)(=O)NC1CCc1ccccc1 (configuration not stated)	?	23µM*	-11%
CCOC(=O)c1cnc2ccc(C)cc2c1NCCO	-8%	-17%	-3%

More entries follow:
SMILES	TDP1 cell CPT	DT40 TDP1 no CPT	GCN5L2 inh
CC1=C(C(=O)OCCOC(C)C)C(c2cc3c(cc2Br)OCO3)CC(=O)N1 (configuration not stated)	16µM*	?	-11%
COC(=O)c1[nH]c2ccc(Cl)cc2c1NC(=O)C1CC1	-23%	?	1%
CSc1nncc(/C(C)=N/O)n1	-3%	24%	-1%
CCOc1ccc(C2CC(=O)n3nc(-c4ccc(C)cc4)nc3S2)cc1OC (configuration not stated)	2%	-2%	2%
COC(=O)c1ccc(NC(=O)Cn2nc(C)c3ccccc3c2=O)cc1	3%	-22%	-4%
N=c1ccn(CC(=O)NC(N)=O)c2ccccc12	-3%	-8%	0%
C=C(C)C(=O)Nc1cccc(C2=NOC3(C2)C[C@@H](C(N)=O)N(C(=O)c2cc([N+](=O)[O-])cc([N+](=O)[O-])c2)C3)c1 (some centres not stated)	-25%	0%	0%
CCOC(=O)N1CCN(C(=O)CS(=O)(=O)c2cn(Cc3ccc(F)cc3)c3ccccc23)CC1	-6%	?	-21%
Cc1cccc(NC(=O)COC(=O)COc2ccc3c(c2)CCC3)c1	-4%	0%	5%
COc1cccc(N2CC(O)=C(c3ccccc3)C2=N)c1	-9%	-4%	0%
O=C1Cc2cc(NS(=O)(=O)c3cc(F)ccc3F)cc3c2N1CCC3	?	?	-4%
Cc1cccc(CCNC(=O)CCNC(=O)Cn2ccc3ccccc3c2=O)c1	1%	-11%	-3%
Cn1c(-c2ccc(F)cc2)cc2onc(-c3ccccc3Cl)c2c1=O	?	?	-10%
CCNC(=S)N1CCC(NC(=O)c2ccco2)CC1	21%	20%	0%
Nc1c(C(=O)NCc2ccc3c(c2)OCO3)nnn1CC(=O)Nc1ccc(Br)cc1	?	?	-3%&3%
Cc1ccc2c(CN3CCCCC3CCO)cc(=O)oc2c1 (configuration not stated)	-2%	2%	10%
CCC(=O)c1ccc(OCC(=O)OCC(=O)NCC2CCCCC2)cc1	2%	-4%	3%
COc1ccc(CC(=O)NCC(=O)N=Nc2c(O)[nH]c3ccccc23)cc1	10%	28%	-5%
COCCNC(=O)C(c1ccc(F)cc1)N(C(=O)CCC(=O)Nc1ccccn1)C1CCCCC1 (configuration not stated)	0%	-13%	0%
Cc1ccc2nc(-c3ccc(Cl)cc3)c(Cc3ccccn3)n2c1	18µM*	16µM*	·
O=C(CC1C(=O)OCN1C(=O)OCc1ccccc1)OCC(=O)c1ccccc1 (configuration not stated)	-18%	-14%	-3%
Cc1ccc(NC(=O)Cn2cnc3sc(C(=O)NCc4ccco4)c(C)c3c2=O)cc1Cl	?	?	0%
COCc1c(C(=O)N2CCN(c3ccc(C(F)(F)F)cn3)CC2)oc2ccccc12	?	?	-3%
CCCCNC(=O)Nc1ccc(Br)cn1	-24%	?	8%
Cc1ccc(C)c(NC(=S)N=Nc2c(O)n(C)c3ccc(S(=O)(=O)N4CCOCC4)cc23)c1	4.1µM*	2.9µM*	1%
COCCN1C(=O)N(c2ccccc2)C(=O)C1CC(=O)Nc1cc(OC)cc(OC)c1 (configuration not stated)	-16%	11%	-4%
CC(=O)c1ccc(S(=O)(=O)N2CCN(C(=O)c3ccc(N)c([N+](=O)[O-])c3)CC2)cc1	?	?	-1%
C=CCn1c(CCc2ccc(OC(C)C)cc2)n[nH]c1=S	-29%	?	3%
CCc1oc2ccccc2c1C(=O)c1cc(I)c(O)c(I)c1	?	?	8.9µM*
Cc1nnc(NC(=O)CSc2nnc(C)n2-c2ccc(F)cc2)s1	-26%	25%	-4%
COc1ccc(-c2oc3ncn4nc(-c5cccc(C)c5)nc4c3c2-c2ccc(OC)cc2)cc1	-20%	-1%	4%
COC(=O)C[C@H]1CC[C@@H](NC(=O)C2CC2)[C@@H](CO)O1	-4%	14%	·
CN(CCCNC(=O)c1cccn2c(=O)c3ccccc3nc12)Cc1ccccc1	22µM*	?	-3%
Cc1cccc(N2CCN(C(=O)c3cccc(S(=O)(=O)N4CCOCC4)c3)CC2)c1C	?	?	1%
COC(=O)Cc1c(C)nc2nc(NCc3ccc(Cl)cc3)[nH]n2c1=O	-17%	-18%	3%
CN1CCN(CC(=O)Nc2ccc(Oc3ccccc3)cc2)CC1	-20%	?	3%
CCCn1c(N)c(C(=O)COC(=O)CCS(=O)(=O)c2ccc(C)cc2)c(=O)[nH]c1=O	-5%	-7%	0%
O=C1N[C@@H](Cc2cnc[nH]2)C(=O)N2CCC[C@@H]12	-9%	1%	-8%
COc1ccc(S(=O)(=O)NN(C)c2nc(C(F)(F)F)nc3ccccc23)cc1	?	?	-3%
COc1ccc(NC(=O)N2CCOc3ccc(Cl)cc32)cc1	-3%	-23%	-8%
CCc1ccccc1NC(=O)CN1C(=O)c2ccccc2S1(=O)=O	4%	9%	-18%
CC(C)=CNNC(=O)c1ccc(O)cc1	2%	4%	·
O=C(CN1CCN(Cc2ccccc2Cl)C1=O)NCCCN1CCOCC1	1%	-10%	-5%
O=C(COC(=O)c1ccccc1)Nc1ncc([N+](=O)[O-])s1	-2%	?	?
O=C(CSc1nnc(-c2ccc(Cl)cc2)o1)Nc1ccc(F)cc1	-11%	4%	-9%
COc1ccccc1CNC(=O)c1ccc(-c2ccccc2)cc1	12%	-18%	2%
Cc1nnc(SCc2nc3sc(C(=O)O)c(C)c3c(=O)[nH]2)s1	-19%	?	?
O=C(NCc1ccc(Cl)c(Cl)c1)c1cc(C2CCCCN2C(=O)OCCF)on1 (configuration not stated)	23µM*	23µM*	·
O=C(NCc1ccccc1)c1ccccc1C(=O)c1ncc[nH]1	-1%	-1%	-1%
O=C(O)c1ccccc1Nc1ccc([N+](=O)[O-])c2nonc12	-5%	?	-4%
COc1ccc(CCn2nnnc2C(CC(C)C)N2CCC(C(N)=O)CC2)cc1OC (configuration not stated)	-6%	6%	-4%
COc1ccc(CNc2nc(=S)[nH]c3cc(OC)c(OC)cc23)cc1	-29%	?	1%
O=S(=O)(NN=C(c1ccccc1)c1ccccc1)c1ccccc1	1%	?	·
CNCC(=O)Nc1c(C)n[nH]c1C	10%	10%	-3%
CCCN1C(=O)CC(Sc2ncccc2C(=O)O)C1=O (configuration not stated)	13%	-23%	-2%
CCOc1ccc(-c2nnc3ccc(SC(C)C)nn23)cc1	?	?	-1%
Cc1cccc(-c2nc3cc(NC(=O)c4ccc(OCC(C)C)cc4)ccc3o2)c1	?	?	-11%
O=C(N/N=C(\c1ccccc1)c1cccnc1)c1ccc(O)cc1	-17%	13%	-1%
COc1ccc(S(=O)(=O)N(C)C[C@H]2Oc3ccc(NS(=O)(=O)c4cn(C)cn4)cc3C(=O)N([C@H](C)CO)C[C@@H]2C)cc1	-6%	-13%	0%
Cc1nc(N2C(=O)c3oc4ccccc4c(=O)c3C2c2ccccc2F)sc1C (configuration not stated)	2%	-5%	-2%
Additional results follow:
SMILES	TDP1 cell CPT	DT40 TDP1 no CPT	GCN5L2 inh
CCOc1ccc(S(=O)(=O)N2CCCCC2)cc1NC(=O)Cc1cccc(C(F)(F)F)c1	?	?	-10%
Cc1ccc(NC(=O)C(C)OC(=O)c2cc(=O)[nH]c3ccccc23)cc1S(=O)(=O)N1CCOCC1 (configuration not stated)	2%	8%	·
Cn1cnnc1SCC(=O)c1ccc2c(c1)CCCC2	-17%	-4%	-5%
CC1(C(=O)CSc2nc3ccccc3[nH]2)CCC(=O)O1 (configuration not stated)	13%	3%	-4%
CN(Cc1cccs1)C(=O)COc1ccc(-c2nnco2)cc1	-16%	-7%	-1%
O=C(CNS(=O)(=O)c1ccc2ccccc2c1)NCCc1ccccn1	-6%	-21%	-3%
O=C(O)CCc1ccc(-c2cccs2)n1NC(=O)c1ccc(O)cc1	2%	-7%	-13%
O=C(CCCN1CCN(c2ccccn2)CC1)c1ccc(F)cc1	?	-6%&-30%&-19%	-20%
Cc1c2c(nc3ccccc13)OCC2	-12%	-23%	0%
O=C(Cc1cc(=O)[nH][nH]1)N/N=C/c1ccccc1Cl	-15%	-2%	1%
Cc1ccc(Cc2c(-c3ccc(Cl)cc3)nc3c(Cl)cc(C(F)(F)F)cn23)cc1	?	18µM*	·
CCC(Oc1ccccc1)C(=O)Nc1ccc(OCc2cc(=O)n3ccccc3n2)cc1 (configuration not stated)	?	?	-4%
N#CC(c1cccc(Cl)c1)c1ncc(C(F)(F)F)cc1Cl (configuration not stated)	-13%	-11%	-6%
